Compound activity as filed in PubChem.
RBX1-CUL1 inh = blocks human RBX1-Cullin-1 di-ubiquitin formation | P62877+Q13616 | in vitro K48 di-Ub FRET, acceptor:donor ratio, 45 min | inhibition, % at 10 µM | hit rate 0.6% among 140,000 | AID 1347404; in the data active = inhibition above about 25%
Target sequence (P62877 whole entry, looked up): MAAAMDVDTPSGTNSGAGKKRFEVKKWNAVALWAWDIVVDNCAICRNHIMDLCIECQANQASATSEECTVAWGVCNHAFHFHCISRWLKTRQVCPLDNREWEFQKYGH
Target sequence (Q13616 whole entry, looked up): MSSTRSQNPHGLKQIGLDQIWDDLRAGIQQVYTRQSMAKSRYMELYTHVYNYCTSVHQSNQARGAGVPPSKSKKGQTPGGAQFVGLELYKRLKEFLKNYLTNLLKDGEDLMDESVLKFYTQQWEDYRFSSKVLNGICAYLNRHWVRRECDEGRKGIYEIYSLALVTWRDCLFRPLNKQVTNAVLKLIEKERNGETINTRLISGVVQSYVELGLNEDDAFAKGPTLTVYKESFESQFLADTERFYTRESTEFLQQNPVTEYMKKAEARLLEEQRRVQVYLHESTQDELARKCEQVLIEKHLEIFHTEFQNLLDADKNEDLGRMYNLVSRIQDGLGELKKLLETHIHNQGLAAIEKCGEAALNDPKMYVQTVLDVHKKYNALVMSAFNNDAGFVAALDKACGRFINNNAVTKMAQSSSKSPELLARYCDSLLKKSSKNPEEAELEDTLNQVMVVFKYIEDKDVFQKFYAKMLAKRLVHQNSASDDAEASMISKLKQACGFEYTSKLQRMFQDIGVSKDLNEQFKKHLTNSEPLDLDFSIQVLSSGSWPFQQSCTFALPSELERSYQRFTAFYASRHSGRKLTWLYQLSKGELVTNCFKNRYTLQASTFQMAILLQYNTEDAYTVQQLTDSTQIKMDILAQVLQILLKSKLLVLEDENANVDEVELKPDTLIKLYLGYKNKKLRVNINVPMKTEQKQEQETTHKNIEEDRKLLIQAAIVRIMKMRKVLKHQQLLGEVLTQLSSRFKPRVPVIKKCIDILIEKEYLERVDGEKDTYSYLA
* hit, by the source's call.

SMILES | RBX1-CUL1 inh
Cc1c(Cl)cccc1NC(=O)CSc1nc2ccc(N)cc2s1 | 8
CCN(CC)/C(=N/Nc1ccc(Cl)cc1)C(C)=O | -6
CCNC(=O)C1CCN(c2nc3ccccc3nc2C(F)(F)F)CC1 | -3
O=C(CSc1ncnc2sc(-c3ccccc3)cc12)NC1CCCC1 | 3
COc1ccc(CCNC(=O)Cn2cc(S(=O)(=O)Cc3ccccc3F)c3ccccc32)cc1OC | 9
CCc1cc(OC)c(OC)cc1C(CC)NC(=O)c1ccc(OC)c(OC)c1 (stereo not drawn) | -15
COc1ccc(-c2cc(C(=O)O)c3c(ccc4ccccc43)n2)c(F)c1 | -2
Brc1ccc(CSc2nc3ccccc3[nH]2)cc1 | 5
Cc1ccc2onc(CC(=O)Nc3ccccc3F)c2c1 | -8
Cc1cccc(C(C)(OCCN(C)C)c2ccccc2)c1 (stereo not drawn) | -8
COC(=O)c1cccc(-c2cc(Cl)c3c(c2)CC(CNC(=O)CSC)O3)c1 (stereo not drawn) | 0
N#CC1C(=N)Oc2c(cc(Cl)c3ccccc23)C1c1ccc(F)cc1 (stereo not drawn) | 5
COc1ccccc1NC(=O)Cn1cnc2ccc(S(=O)(=O)N3CCC(C)CC3)cc2c1=O | -6
COc1ccc(-n2cccn2)c(CN2C[C@H](O)[C@@H](N3CCOCC3)C2)c1 | 14
Cc1ccc(NC(=O)Cn2c(CCC(=O)O)ccc2-c2ccc(Cl)cc2)cc1 | 9
CCOC(=O)N1CCN(C(c2ccccn2)c2ccc3cccnc3c2O)CC1 (stereo not drawn) | 5
CC(=O)NCCNC(=O)CC(c1ccccc1)c1ccccc1Cl (stereo not drawn) | 5
CN(C)c1ccc(CN(CC2CCCO2)C(=O)c2ccc(Br)cc2)cc1 (stereo not drawn) | 6
CCn1nc(C)c2c(-c3ccccc3)cc(=O)n(C(C)C(=O)NCc3cccc(OC)c3)c21 (stereo not drawn) | 9
Cc1ccc(S(=O)(=O)Nc2ccc(NC(=O)c3cc(-c4ccc(C)cc4C)nc4ccccc34)cc2)cc1 | -1
CCOC(=O)C1C(CS(=O)(=O)c2ccc(C)c(C)c2)=NC(=O)NC1c1ccccc1OCC (stereo not drawn) | -7
CNc1nc(-c2ccc(Br)cc2)nnc1-c1ccccc1 | 2
COCCN1C(=O)/C(=C/c2ccc(N3CCOCC3)cc2C)SC1=Nc1ccc(OC)cc1 | -3
O=C(c1ccccc1)C1C(c2ccccc2)=NC(=S)NC1c1cc(Cl)c(O)c(Br)c1 (stereo not drawn) | -9
CCn1c(=O)c2c(nc3n(-c4ccc(Cl)cc4)c(C)cn23)n(C)c1=O | -2
SMILES | RBX1-CUL1 inh
CSc1ccccc1NC(=O)CC1SC(=N)NC1=O (stereo not drawn) | 6
CC(=O)C(C(C)=O)C(c1ccccc1)c1ccccc1 | -5
COc1ccc(N2CCN(C(=O)c3ccc4ccccc4n3)CC2)cc1 | -7
COc1ccc(-n2c(CSc3nc(C)cc(C)n3)nnc2SCC(=O)Nc2ccccc2)cc1 | -3
CC(NC(=O)Nc1cccc2ccccc12)(C(F)(F)F)C(F)(F)F | -5
CC1CCC(C(C)C)C(OCC(O)CN2CCc3ccccc3C2)C1 (stereo not drawn) | 3
O=C(C1=C(Cc2ccc(F)cc2)C(=O)c2ccccc2C1=O)c1ccccc1 | 5
O=C1c2ccc(Br)cc2C(=O)N1CNc1ccc(Cl)cc1 | -9
CCOc1ccc(NC(=O)Cn2c(C)ccc(C#N)c2=O)cc1 | -8
O=C(Nc1ncn[nH]1)c1ccccc1 | 14
O=C(Nc1ccc(F)c(F)c1)C1CCCN(S(=O)(=O)c2cccc3nonc23)C1 (stereo not drawn) | 11
CC(C)(c1ccccc1)c1ccc(OCC(=O)NC2CCCCC2)cc1 | -1
CCOC(=O)C1CCCN(C(=O)c2ccc3c(c2)N(Cc2ccc(Cl)cc2)C(=O)c2ccccc2S3=O)C1 (stereo not drawn) | -6
CC(C)(C)OC(=O)N1CCC(c2c(C(=O)NCc3ccco3)cnn2-c2ccc(F)cc2F)CC1 | -10
Cc1cc(C)n2nc(SC(C)C(=O)Nc3cccc(Cl)c3)nc2n1 (stereo not drawn) | 9
O=C(Nc1cccc2cccnc12)c1cccc(C(=O)Nc2cccc3cccnc23)n1 | -2
C/C=C/CN1N=C(C)C(C)n2c1nc1c2c(=O)n(C/C=C/C)c(=O)n1C (stereo not drawn) | 12
CN(C)c1nc2nonc2nc1N(C)Cc1cnn(C)c1 | 3
Cc1ccc(N=C(Sc2ccccc2)C(=Nc2ccc(C)cc2)Sc2ccccc2)cc1 | -1
Cc1cccc(NC(=O)C2CCC(CNS(=O)(=O)c3csc(C(N)=O)c3)CC2)c1C (stereo not drawn) | 2
CCOc1cccc(CN(C)C(=O)Nc2nnc(-c3ccco3)s2)c1 | -7
Cc1ccc(OCC(=O)Nc2c(C)cc(C)cc2C)cc1 | -2
O=C(NCCc1cccc(Cl)c1)c1ccccc1C(=O)NCCc1cccc(Cl)c1 | -4
CCOC(=O)C1(CCc2ccccc2)CCCN(C(=O)c2c(C)cc(C)[nH]c2=O)C1 (stereo not drawn) | 3
Cc1cc(C)cc(-n2c(CC(=O)O)cc3c2CC(C)(C)CC3=O)c1 | 15

Filtered by structure: the compounds so far with a furan ring, fused or not.
SMILES | RBX1-CUL1 inh
CC(C)(C)OC(=O)N1CCC(c2c(C(=O)NCc3ccco3)cnn2-c2ccc(F)cc2F)CC1 | -10
CCOc1cccc(CN(C)C(=O)Nc2nnc(-c3ccco3)s2)c1 | -7

4 compounds already listed, arranged by the number in RBX1-CUL1 inh, largest number first:
SMILES | RBX1-CUL1 inh
CCOC(=O)C1(CCc2ccccc2)CCCN(C(=O)c2c(C)cc(C)[nH]c2=O)C1 (stereo not drawn) | 3
Cc1cccc(NC(=O)C2CCC(CNS(=O)(=O)c3csc(C(N)=O)c3)CC2)c1C (stereo not drawn) | 2
O=C(Nc1cccc2cccnc12)c1cccc(C(=O)Nc2cccc3cccnc23)n1 | -2
O=C1c2ccc(Br)cc2C(=O)N1CNc1ccc(Cl)cc1 | -9

The listing continues.
SMILES | RBX1-CUL1 inh
Cc1ccc(Nc2ccc(C=C3C(=O)OC(C)(C)OC3=O)o2)c(C)c1 | 22
Cc1cccc(N2CCN(C(=O)c3cc4c(=O)oc5ccccc5c4s3)CC2)c1C | -6
CC1=NC(=S)NC(c2ccc(Br)cc2)C1C(=O)Nc1ccccn1 (stereo not drawn) | 3
Cc1ccc(S(=O)(=O)N2CCCC(C(=O)N3CCCc4ccccc43)C2)cc1 (stereo not drawn) | 9
COCCCNC(=O)c1sc2nc(C)c(C(=O)Nc3ccc(C)cc3C)c(-c3ccc(Br)cc3)c2c1N | -5
C[C@H](OC/C=C/c1ccccc1)c1nc2ccccc2c(=O)n1NC/C=C/c1ccccc1 | -4
CCOc1ccc(NC(=O)CSc2oc(-c3ccco3)nc2S(=O)(=O)c2ccc(C)cc2)cc1 | 2
CCn1cc(CN(C)S(=O)(=O)c2ccc3ccccc3c2)c(C)n1 | -1
CC(C)c1ccc(N(CC(=O)NCCSCc2ccc(Cl)cc2Cl)S(C)(=O)=O)cc1 | 2
COc1ccc(CCN2C(=O)C3C(C2=O)C2C=CC3C23CC3)cc1OC (stereo not drawn) | -4
O=C(COc1ccc(Cl)cc1Cl)Oc1ccccc1 | -6
O=C(CCCCc1ccccc1)Nc1ccc(N2CCC(NCCn3cccn3)CC2)cc1 | -1
COc1cc2cc(C)oc(=O)c2c(O)c1OC | 3
O=C(O)c1cccc(Nc2ncnc3scc(-c4ccccc4)c23)c1 | -1
O=S(=O)(Cc1cccc(Cl)c1)N1CCc2ccccc2C1 | 4
COc1ccccc1NC(=O)CN(Cc1ccc(Cl)cc1)S(=O)(=O)c1ccccc1 | -6
COCc1ccc(C(=O)N2CCCC(C(=O)c3ccc(SC)cc3)C2)s1 (stereo not drawn) | 0
Cc1ccc(OCc2ccc(C(=O)Nc3ccc(Cl)cc3Cl)o2)c([N+](=O)[O-])c1 | 3
COc1cc(NC(=O)C(=O)Nc2ccc3nc4n(c(=O)c3c2)CCCCC4)cc(OC)c1OC | -7
COc1ccc(C2c3cc(OC)c(OC)cc3CC(=O)N2c2ccc(C)cc2)cc1 (stereo not drawn) | 4
COc1ccc(/C=C/C(=O)Nc2c(C)nn(Cc3ccc(F)cc3)c2C)cc1COc1ccc(Br)cc1 | 10
CCCC(=O)Nc1ccccc1OCC | 0
Cc1ccc(S(=O)(=O)OC2=C(c3ccc4ccccc4n3)CCCC2)cc1 | -4
O=C(c1ccco1)N1CCN(c2nc(CN(CC3CCC3)CC3CCCO3)nc3ccccc23)CC1 (stereo not drawn) | 7
CCN1CC(CN(C)c2nc3nonc3nc2N2CCOCC2)CC1=O (stereo not drawn) | -1

Compounds listed so far that have an NH in an aromatic ring (3):
SMILES | RBX1-CUL1 inh
Brc1ccc(CSc2nc3ccccc3[nH]2)cc1 | 5
O=C(Nc1ncn[nH]1)c1ccccc1 | 14
CCOC(=O)C1(CCc2ccccc2)CCCN(C(=O)c2c(C)cc(C)[nH]c2=O)C1 (stereo not drawn) | 3

The list goes on.
SMILES | RBX1-CUL1 inh
CCC(=O)N1CCc2cc(Br)cc(S(=O)(=O)N3CCC(C(=O)N(CC)CC)CC3)c21 | 3
CC(=O)c1cccc(NC(=O)c2sc(-n3nc(C)c(Cc4ccccc4)c3C)nc2C)c1 | 5
CC(CC1C(C#N)C(=N)SC(=N)C1C#N)c1ccccc1 (stereo not drawn) | 5
CCOC(=O)c1cc(-c2ccccc2)n(-c2cccc(C(=O)N(CC)c3ccccc3)c2)c1C | 5
COCc1cc(C)nc2sc(C(=O)NC3CCCCC3C)c(N)c12 (stereo not drawn) | 0
Cc1ccccc1Nc1cc(C(=O)NC2CCCCC2)c2ccccc2n1 | -10
CCOC(=O)C(=Cc1cc(=O)c(OC)co1)C(=O)OCC | 2
CC(C)C(=O)Nc1ccccc1Br | 2
CCOC(=O)c1sc(NC(=O)Cn2nc(C(F)(F)F)cc2C)c(C(=O)OCC)c1C | -1
Cc1[nH]n(-c2ccccc2)c(=O)c1C(c1ccc(OC(=O)c2ccc(Cl)cc2)cc1)c1c(C)[nH]n(-c2ccccc2)c1=O | -1
COC(=O)C1C(=N)OC2=C(C(=O)CC(C)(C)C2)C1c1cccnc1 (stereo not drawn) | -4
CCCC(=O)Nc1ccc(N2CCN(S(C)(=O)=O)CC2)cc1 | -2
CCCc1cc(C(=O)N2CCN(C)CC2)cs1 | 0
CC(=O)c1ccc(N2CCN(S(=O)(=O)c3cc(-c4onc(C)c4C)ccc3C)CC2)cc1 | -7
CCOC(=O)N1CCC(NC(=O)C2CC23CCN(C(=O)c2ccccc2C(F)(F)F)CC3)CC1 (stereo not drawn) | 4
Cc1nc(-c2cccc(NC(=O)Nc3ccc([N+](=O)[O-])cc3)c2)no1 | -11
COCCN1CC(C(=O)NC(C)(C)c2ccc(OC)c(OC)c2)CCC1=O (stereo not drawn) | 6
COc1ccc(OCC(O)CN2CCCCCC2)cc1 (stereo not drawn) | 0
COc1ccc(-c2cc(-c3ccccc3)cc(-c3ccc(Br)cc3)n2)cc1 | 9
C/C(=N\NC(=O)c1ccc2c(c1)OCO2)c1ccccn1 | -1
CC1(C)C2CNC(=O)C(C)(n3ccnc3)C1C2 (stereo not drawn) | 3
CCOC(=O)C(CC)Sc1nnc2c(n1)[nH]c1ccccc12 (stereo not drawn) | -1
COc1cccc(-n2c(SCC(=O)N3CCc4ccccc43)nc3c([nH]c4ccccc43)c2=O)c1 | -1
Cc1occc1C(=O)N(C)C(Cc1ccccc1F)C1CCN(C(=O)[C@H]2C[C@@H]3C=C[C@H]2C3)CC1 (stereo partly drawn) | 0
Cc1cc(=O)[nH]c2nnc(SCc3ccc(C(F)(F)F)cc3)n12 | 5

Brought forward from above: 4 entries, then new ones.
SMILES | RBX1-CUL1 inh
CCOC(=O)C(CC)Sc1nnc2c(n1)[nH]c1ccccc12 (stereo not drawn) | -1
COc1cccc(-n2c(SCC(=O)N3CCc4ccccc43)nc3c([nH]c4ccccc43)c2=O)c1 | -1
Cc1occc1C(=O)N(C)C(Cc1ccccc1F)C1CCN(C(=O)[C@H]2C[C@@H]3C=C[C@H]2C3)CC1 (stereo partly drawn) | 0
Cc1cc(=O)[nH]c2nnc(SCc3ccc(C(F)(F)F)cc3)n12 | 5
CC(=O)CC(CC(=O)Nc1ccccc1C)c1ccccc1 (stereo not drawn) | -1
O=C(NC(=S)Nc1ccc(CN2CCOCC2)cc1)c1ccccc1I | 2
COc1ccc(Cn2c(C(=O)O)c(CNCCc3cccs3)c3ccc(C)cc32)cc1 | 5
COc1ccccc1N1CC(C(=O)OCC(=O)c2ccc(Cl)cc2)CC1=O (stereo not drawn) | 7
CCCc1ccc(OCC(=O)Nc2sc3c(c2C(=O)OC)CCCCC3)cc1 | -1
COc1cc(CC(N)=O)cc(OC)c1OC | 0
COc1ccc(CN(C)C(=O)CN2Cc3cc(Cl)ccc3OC(C)C2)c2cccnc12 (stereo not drawn) | -14
CCc1c2c(nc3sc(C(=O)Nc4ccc(OC)cc4)c(N)c13)CC(C)(C)CC2=O | 4
COC(=O)/C=C/C(=O)Nc1ccccc1C(C)C | -2
O=C1CCCCC1C=Nc1ccc(F)cc1F (stereo not drawn) | 0
COCC(=O)Nc1cc(C(=O)Nc2ccc(OC)cc2)ccc1Cl | 2
COc1ccc(-c2cc(C(=O)NCCc3ccc(Cl)cc3)[nH]n2)cc1 | -5
C1=C(c2nc3ccccc3s2)N2CCCN=C2S1 | 5
CCC(C)NC(=O)c1sc2nc(C)c(C(=O)Nc3ccc(C)cc3C)c(-c3ccc(Cl)cc3)c2c1N (stereo not drawn) | -2
Cc1cc2ncn(CC(O)COc3ccccc3)c2cc1C (stereo not drawn) | 8
CC(C)(C)c1csc(NC(=O)CS(=O)(=O)c2ccccc2)n1 | -7
COc1ccc(/C=C(\C#N)c2nc(-c3ccc(OC)c(OC)c3)cs2)c(OC)c1 | -5
CCC(Oc1ccccc1)C(=O)Nc1nnc(S(=O)(=O)N(CC)CC)s1 (stereo not drawn) | -1
O=C(Nn1cnnc1)c1ccc([N+](=O)[O-])cc1 | 1

This is a subset, so the mix of outcomes need not match the whole.
